Bim-Bcl-XL – human Bim-Bcl-XL interaction inhibition. AID 1007. Q07817. hit rate 0.04% among 190,000. Bim peptide-Bcl-XL binding, bead flow cytometry, fluorescence. inhibition, % at 10 µM
Target sequence (Q07817 whole entry, looked up): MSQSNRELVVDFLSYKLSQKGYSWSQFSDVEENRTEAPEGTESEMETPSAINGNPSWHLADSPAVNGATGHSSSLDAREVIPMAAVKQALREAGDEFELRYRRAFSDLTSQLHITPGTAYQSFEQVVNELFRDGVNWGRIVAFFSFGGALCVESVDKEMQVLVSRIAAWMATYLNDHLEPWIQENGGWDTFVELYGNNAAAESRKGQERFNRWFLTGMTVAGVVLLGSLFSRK
Rac1 act GTP bind – human Rac1 activated mutant GTP binding change; GST-Rac1 activated beads, fluorescent GTP binding, flow cytometry; actives lie on both sides; 100% means binding = to untreated wells; percent activity (GTP binding), % at 10 µM; AID 764; hit rate 0.11% among 190,000;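 active means GTP binding at least 20 percentage points away from the 100% baseline, in either direction, so actives lie on both sides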
Rab2A wt mod – changes GTP binding to wildtype dog Rab2A, up or down | AID 760 | GST-Rab2 wt beads, Bodipy-GTP binding, flow cytometry | hit rate 0.19% among 190,000 | GTP binding activity, % at 10 µM;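 active means GTP binding activity at least 20 points away from 100%, either lowered or raised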;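 further: 0% = beads with excess unlabeled GTP and 100% = no-compound control corrected for plate trend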
Cdc42 wt GTP – human Cdc42 wildtype GTP binding change, either direction; AID 761; percent activity (GTP binding), % at 10 µM; GST-Cdc42 beads, Bodipy-GTP binding, flow cytometry; actives lie on both sides; hit rate 0.2% among 190,000;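 active means percent activity GTP binding at least 20 points away from the 100% baseline, either down as inhibitor or up as activator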;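 further: median bead fluorescence of bound Bodipy-FL-GTP at 100 nM; 0% = excess unlabeled GTP control and 100% = no compound control; below 100% means less GTP binding so inhibitor and above means activator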
Target sequence (P60953 whole entry, looked up): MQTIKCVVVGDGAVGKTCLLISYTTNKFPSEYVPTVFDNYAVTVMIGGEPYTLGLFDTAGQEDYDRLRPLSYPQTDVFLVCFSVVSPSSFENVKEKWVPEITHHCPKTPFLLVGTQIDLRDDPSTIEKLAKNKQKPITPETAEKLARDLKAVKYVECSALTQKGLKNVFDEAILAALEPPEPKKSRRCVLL
HRas wt GTP bind – modulators of GTP binding to human HRas wildtype; GST-Ras wt beads, Bodipy-FL-GTP binding, flow cytometry; actives lie on both sides; AID 759; hit rate 0.14% among 190,000; GTP binding activity, % at 10 µM;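 active means GTP binding activity at least 20% away from the 100% baseline, either lowered as inhibitor or raised as activator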;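 further: 0% = unlabeled GTP competition control and 100% = no-compound control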
Target sequence (P01112 whole entry, looked up): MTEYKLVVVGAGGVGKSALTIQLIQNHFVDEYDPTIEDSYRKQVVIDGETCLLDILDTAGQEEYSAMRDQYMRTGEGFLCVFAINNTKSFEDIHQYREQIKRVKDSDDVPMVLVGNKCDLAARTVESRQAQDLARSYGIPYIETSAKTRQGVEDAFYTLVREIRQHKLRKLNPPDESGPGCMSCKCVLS
Bcl-B Bim block – disrupts Bim peptide binding to human Bcl-B; Q9HD36; bead-based flow cytometry; inhibition, % at 10 µM; hit rate 0.073% among 190,000; AID 951;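 further: 0% = tracer peptide without compound and 100% = reference inhibitor peptide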
Bfl-1 Bim block – inhibitors of Bim-Bfl-1 interaction, human; Bead-based flow cytometry, Bim-Bfl-1 binding inhibition; hit rate 0.12% among 190,000; AID 1008; Q16548; inhibition, % at 10 µM;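 further: 0% = wells without compound plus tracer and 100% = blocker peptide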
Bcl-2 Bim block – inhibitors of Bim-Bcl-2 interaction, human | P10415 | Bead-based flow cytometry, Bim peptide-Bcl-2 binding | inhibition, % at 10 µM | hit rate 0.06% among 190,000 | AID 950; in the data active means inhibition above about 40%;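 further: 0% = no compound wells with probe peptide and 100% = reference peptide inhibitor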
Target sequence (P10415 whole entry, looked up): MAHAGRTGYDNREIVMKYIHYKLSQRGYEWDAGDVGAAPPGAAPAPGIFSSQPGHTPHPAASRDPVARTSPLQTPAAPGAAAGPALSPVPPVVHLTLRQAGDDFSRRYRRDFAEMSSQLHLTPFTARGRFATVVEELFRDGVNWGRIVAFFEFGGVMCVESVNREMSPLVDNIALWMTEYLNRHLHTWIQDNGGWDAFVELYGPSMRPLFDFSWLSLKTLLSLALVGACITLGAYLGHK
Rab7 wt modul – dog Rab7 wildtype GTP binding, inhibitors and activators | GST-Rab7 beads, fluorescent GTP binding, flow cytometry; actives lie on both sides; untreated = 100%, excess cold GTP = 0% | GTP binding activity (percent of control), % at 10 µM | hit rate 0.055% among 190,000;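 active means fluorescent GTP binding to Rab7 beads changed by at least 20 points from the 100% baseline, either direction, mostly lower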;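 further: median green fluorescence of bound Bodipy-FL-GTP per Rab7 bead population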
Rac1 wt GTP bind – human Rac1 wildtype GTP binding, inhibitors and activators; P63000; GST-Rac1 beads, fluorescent GTP binding, flow cytometry; actives lie on both sides; 0 = cold GTP competed, 100 = untreated; GTP binding activity (% of control), % at 10 µM; hit rate 0.27% among 190,000;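 active means GTP binding activity at least 20 points away from the 100% control level, either lower or higher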
Bcl-W Bim block – disrupts Bim peptide binding to human Bcl-W; Q92843; bead-based flow cytometry; inhibition, % at 10 µM; hit rate 0.02% among 190,000; AID 952;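 further: 0% = bound tracer without compound and 100% = peptide blocker; higher means less fluorescent Bim peptide bound to Bcl-W beads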
Target sequence (Q92843 whole entry, looked up): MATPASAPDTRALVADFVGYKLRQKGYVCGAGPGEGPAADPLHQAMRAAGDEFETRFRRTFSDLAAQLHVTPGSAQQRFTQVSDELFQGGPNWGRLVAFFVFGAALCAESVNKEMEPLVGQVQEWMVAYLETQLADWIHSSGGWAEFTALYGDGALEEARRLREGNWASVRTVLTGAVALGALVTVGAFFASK
Starred values were filed as active, the others as inactive; [ ] = remark or other dose. Unless noted, no stated cut-off is given here; in the data, active means inhibition above about 40%.

compound,Bim-Bcl-XL,Rac1 act GTP bind,Rab2A wt mod,Cdc42 wt GTP,HRas wt GTP bind,Bcl-B Bim block,Bfl-1 Bim block,Bcl-2 Bim block,Rab7 wt modul,Rac1 wt GTP bind,Bcl-W Bim block
NC(=O)CCC(NS(=O)(=O)c1ccc(Cl)cc1)C(=O)NCc1ccccc1 (stereo not given),-6,101,98,103,101,-7,-9,-8,98,105,-2
CCOCc1[nH]c(=S)[nH]c(=O)c1Cc1ccc(OCC(C)C)cc1,-7,93,96,96,94,-7,-4,-1,95,98,-2
Cc1ccc(/C=C/C(=O)N2CCN(Cc3ccccc3)CC2)o1,-2,102,102,105,101,-13,6,6,101,106,0
CCCn1c(N)c(C(=O)CN2CCN(S(=O)(=O)c3cccs3)CC2)c(=O)[nH]c1=O,-6,98,99,102,102,0,-3,-3,96,100,-2
Cc1ccc(Cn2c(C)nc3c(c2=O)c2nc4ccccc4nc2n3Cc2ccco2)cc1,3,96,96,97,96,1,16,9,95,101,5
O=C(Nc1ccccc1[N+](=O)[O-])C1(c2ccccc2)CCOCC1,0,97,98,95,98,2,0,2,103,97,3
CC1CCCC2(C1)NC(=S)c1c(sc3c1CCCC3)N2 (stereo not given),-9,91,92,92,94,-20,29,-4,98,92,3
O=C(NC(=S)Nc1cccnc1)c1cc2ccccc2o1,-8,100,101,103,102,-8,-1,1,100,102,-6
CCOC(=O)C1CN(S(=O)(=O)c2ccc(C)cc2)C1,-1,97,95,97,97,-10,-16,-14,95,94,-1
CCOc1ccc(C(=O)NCc2cccnc2)cc1,-3,100,102,103,102,-3,1,-1,102,107,2
COCCSc1ccccc1C(=O)Nc1ccc(Cl)cc1,-2,96,100,100,99,-8,-9,-3,104,101,-4
O=C(CSc1nc(O)cc(=O)n1-c1ccccc1)NC1CCCCC1,-1,98,97,98,97,-2,-3,0,96,95,-4
Cc1[nH]nc(SCC(=O)NCc2ccccc2)c1[N+](=O)[O-],0,95,93,93,94,-1,1,-4,92,101,-1
Cc1ccc(C)c(S(=O)(=O)NCc2ccc(C(=O)N3CC(C)OC(C)C3)cc2)c1 (stereo not given),-1,99,103,102,103,-3,1,1,104,105,0
COc1ccc(/C(O)=C2/C(=O)C(=O)N(CCN3CCOCC3)C2c2ccc(C)cc2)cc1 (stereo not given),-1,97,98,100,98,0,0,-1,99,97,2
CCOc1cc(C)nc(NCCc2ccc(OC)c(OC)c2)n1,-7,100,104,108,102,-4,-8,-10,102,105,0
CC(=O)Nc1ccc2c(c1)nc1n2CCSC1,-8,97,98,98,98,-8,0,-5,101,100,0
CC(=O)N(CN1C(=O)CCC1=O)c1ccc(Cl)c(Cl)c1,-1,95,99,96,97,0,8,0,103,101,-1
CC(C)NC(=O)NC(=O)COC(=O)c1ncc(Cl)c(Cl)c1Cl,2,98,93,97,96,-3,-1,-4,97,101,1
COc1ccc(NC(=O)C2CCCN(S(=O)(=O)c3c(C)n[nH]c3C)C2)cc1OC (stereo not given),0,95,97,99,99,7,0,0,96,104,-1
Cc1cccc(C(=O)N[C@H](C(=O)Nc2nc3ccc(S(C)(=O)=O)cc3s2)C(C)C)c1,1,93,92,99,91,0,-5,-2,94,95,0
O=C(CC(O)(c1ccccc1)C(F)(F)F)c1cccs1 (stereo not given),-3,98,99,104,103,-2,-2,-1,102,105,-3
COc1cccc(C(=O)Nc2ccc(F)c(F)c2F)c1,-6,101,106,106,105,-2,0,-1,99,103,-3
CC1(C)Cc2c(ccc3ccccc23)C(NNC(=O)c2cccnc2)=N1,6,98,102,101,99,10,11,8,100,103,0
CC(C)CC(C(=O)NC1CCCC1)N(Cc1cccs1)C(=O)c1snc(C(N)=O)c1N (stereo not given),-7,100,99,100,103,-5,-3,-3,101,108,-4
CCCC(=Nc1ccc(N)cc1)C1=C(O)C(C(=O)OC)C(C)(C)CC1=O (stereo not given),7,99,99,98,99,13,2,2,101,103,3
CC[n+]1c(/C=C/N(C)c2ccccc2)oc2ccc(F)cc21,7,102,101,103,102,11,4,10,102,110,6
C=CC[N+](C)(C)CCCNC(=O)/C=N/O,-1,96,91,105,94,-8,0,0,99,103,1
COc1ccc(-c2c(C(C)=O)c(C)nc3sc4c(=N)n(N)cnc4c23)cc1,-16,101,102,102,102,-11,-3,-1,101,104,-13
CCCCNC(=O)C(=O)N/N=C/c1ccc(C(=O)OC)cc1,0,96,100,95,98,-4,-3,0,103,100,2
CCOC(=O)c1ccccc1NC(=O)CSc1nc2ccccc2c(=O)[nH]1,-5,96,96,92,99,0,-3,0,103,100,1
COc1cc(OC)cc(C(=O)NC2CCN(C(=O)N3c4ccccc4Sc4ccccc43)CC2)c1,-5,92,91,93,92,-4,-7,-5,90,90,3
Cc1ccc(Cn2ncc3c(N4CCN(CC#N)CC4)ncnc32)cc1,-3,99,102,99,101,-4,-4,-1,102,100,-4
COc1ccc(NC(=O)C(OC)c2ccccc2)cc1Cl (stereo not given),-3,98,98,101,101,-5,-6,-1,101,104,-3
CC(O)CNc1ncnc2nc[nH]c12 (stereo not given),2,99,99,103,100,7,6,9,100,103,-4
COc1cc(/C=N/Nc2cccc(C)c2)ccc1OC(=O)c1cccs1,-6,101,100,104,102,-10,-10,-6,102,106,-4
O=[N+]([O-])c1ccc(-c2cnc(SCc3ccccc3Cl)[nH]2)cc1,14,94,94,95,96,81*,59*,80*,94,96,12
CCN(CC)S(=O)(=O)c1ccc(C(=O)NCCCn2ccnc2)cc1,0,96,97,97,97,-5,-6,-3,99,97,2
O=C(O)/C=C/c1cn(Cc2ccccc2)nc1-c1cccs1,-1,130*[activator],127*[activator],135*[activator],120*[activator],-2,-9,-2,119,157*[activator],1
COc1cc2c3c(c1OC)C1(C=CC(=O)C=C1)CC3N(C(C)=O)CC2 (stereo not given),-6,98,99,101,101,-7,-11,-8,100,101,-4
CCS(=O)(=O)N1CCN(c2cc3c(cc2[N+](=O)[O-])n(C)c(=O)n3C)CC1,-2,92,96,90,91,-1,0,0,94,94,-1
CCOC(=O)c1nnn(-c2nonc2N)c1CN(CC)CC,1,95,97,100,98,-1,2,-2,95,98,6
COC(=O)c1sc(N)nc1C(C)(C)C,-24,98,97,99,100,-13,-12,-9,96,102,-6
CCOc1cc(C(=O)OCC(=O)Nc2ccc(SC(F)F)cc2)cc(OCC)c1OCC,-6,96,92,89,94,-10,0,-5,97,96,-4
CCCCn1c(O)c(N=NC(=O)Cn2c(C(F)(F)F)nc3ccccc32)c2ccccc21,-3,98,98,97,99,0,5,4,96,101,-1
CC(=O)N/N=C(\C)c1cccc(NC(=O)c2cccs2)c1,-4,95,96,97,94,0,0,-2,97,97,0
Cc1ccc(OCC(=O)Nc2ccc(S(=O)(=O)N3CCOCC3)cc2)c([N+](=O)[O-])n1,-5,96,101,93,100,-3,-3,-1,104,100,0
O=C(/C=C/c1cccc([N+](=O)[O-])c1)NCCN1CCOCC1,0,101,105,106,105,1,1,-1,110,103,0

Ordered by the number under Rab2A wt mod (descending): 3 from the list above.
compound,Bim-Bcl-XL,Rac1 act GTP bind,Rab2A wt mod,Cdc42 wt GTP,HRas wt GTP bind,Bcl-B Bim block,Bfl-1 Bim block,Bcl-2 Bim block,Rab7 wt modul,Rac1 wt GTP bind,Bcl-W Bim block
CCCC(=Nc1ccc(N)cc1)C1=C(O)C(C(=O)OC)C(C)(C)CC1=O (stereo not given),7,99,99,98,99,13,2,2,101,103,3
COc1ccc(NC(=O)C2CCCN(S(=O)(=O)c3c(C)n[nH]c3C)C2)cc1OC (stereo not given),0,95,97,99,99,7,0,0,96,104,-1
Cc1ccc(Cn2c(C)nc3c(c2=O)c2nc4ccccc4nc2n3Cc2ccco2)cc1,3,96,96,97,96,1,16,9,95,101,5

(cont.)
compound,Bim-Bcl-XL,Rac1 act GTP bind,Rab2A wt mod,Cdc42 wt GTP,HRas wt GTP bind,Bcl-B Bim block,Bfl-1 Bim block,Bcl-2 Bim block,Rab7 wt modul,Rac1 wt GTP bind,Bcl-W Bim block
CCOC(=O)C1(C(F)(F)F)N=C(C(F)(F)F)Nc2ccc(F)cc21 (stereo not given),-2,99,98,100,98,-6,1,-2,97,101,-4
O=C(Cn1ccc([N+](=O)[O-])n1)N1CCCCCC1,0,96,95,94,96,-6,-2,3,97,98,-3
CC(C)CN1C(=O)c2ccc(C(=O)Nc3ccccn3)cc2C1=O,-6,95,96,96,98,-8,-10,-6,96,96,-4
Nc1nc(Cl)cc(NCCc2ccccc2)n1,-3,94,93,94,93,-5,-7,-4,101,92,-3
Cc1noc(NC(=O)c2cccc(C(F)(F)F)c2)c1Cl,0,92,97,97,94,-3,-2,2,95,94,2
OC1(c2ccc(OC(F)F)cc2)CSC(=Nc2cccnc2)N1Cc1ccco1 (stereo not given),-1,96,98,98,93,-2,-4,-4,92,98,-1
Cn1c(NC(=O)c2ccco2)cc(=O)n(C)c1=O,-1,97,100,99,97,0,0,0,97,103,1
CC(=O)/C(=N\Nc1ccccc1)Sc1cccc2cccnc12,-2,97,93,95,94,-2,1,-4,95,98,-3
Cc1nc(SCCOc2ccccc2)[nH]c(=O)c1Cc1ccccc1,-4,91,91,92,92,-1,-6,-6,93,90,-3
CN(C)S(=O)(=O)c1cccc(NC(=S)NN=C(Cc2ccccc2)Cc2ccccc2)c1,-11,104,101,101,103,-22,-15,-9,96,101,-5
CCOc1cc(C(=O)O)cc(Cl)c1OCC#N,-6,98,99,97,100,-5,0,-3,97,100,-6
COc1cc(C(C(=O)NC(C)(C)C)N(Cc2ccccc2)C(=O)c2cnccn2)cc(OC)c1OC (stereo not given),-9,101,99,104,99,-8,-18,-10,100,103,-2
Cc1ccc(S(=O)(=O)Nc2ccccc2/C=N/c2nc3ccccc3n2C)cc1,-9,98,97,96,98,-9,-17,-8,98,99,-6
COc1nc(NC(C)(C)C)nc(Oc2ccc(=O)n(-c3ccccc3)n2)n1,-6,97,100,99,98,-5,-12,-4,98,96,3
CCOc1ccccc1C(=O)Nc1cnn(Cc2ccc(F)cc2)c1,0,98,95,98,99,-3,-1,0,98,103,-2
COc1ccc(-c2csc(/C(C#N)=C(\O)CSc3nccn3C)n2)cc1OC,2,94,99,98,100,-3,1,0,99,98,4
CCOCCCNCC(O)c1ccccc1 (stereo not given),-13,99,103,106,102,-11,-13,-8,102,105,-9
Cc1ccccc1C(=O)OC(C)CN1CCOCC1 (stereo not given),-1,99,100,96,99,-5,-9,-2,106,101,0
C=CCNC(=O)COC(=O)c1cc(S(=O)(=O)N2CCOCC2)ccc1N1CCCCC1,0,98,101,101,103,-4,-10,-6,105,101,3
O=c1c(-c2nc3ccccc3s2)cccn1Cc1ccc(Cl)c(Cl)c1,-11,91,89,90,93,-19,-13,-12,93,87,2
COc1ccc2c(c1OC)C(=O)N(c1ccccc1)C2=O,0,96,96,96,96,-2,-4,-4,98,99,0
CCC(=O)NCCC(c1ccco1)c1ccccc1OC (stereo not given),1,97,97,100,99,4,8,7,98,103,13
Oc1ccccc1/C=C/c1noc(-c2ccccc2O)n1,-3,94,96,97,96,-4,0,-3,104,93,-4
CCOC(=O)CC(NC(=O)CCc1c(C)nc2ncnn2c1C)c1ccc(C)cc1 (stereo not given),-2,94,93,95,95,-2,-2,1,97,95,-1

Assay outcomes (PubChem BioAssay)
